High-throughput results (PubChem BioAssay)
ROC1-CUL1 inh = inhibitors of human ROC1-CUL1 ubiquitin ligase activity; E3 ubiquitin-protein ligase RBX1 (Homo sapiens) + Cullin-1 (Homo sapiens), P62877+Q13616; in vitro K48 di-Ub FRET, acceptor:donor ratio, 45 min; inhibition, % at 10 µM; 0.6% of 140,000 active; AID 1347404, 2020; in the data active = inhibition above about 25%
Target sequence (P62877 whole entry, looked up): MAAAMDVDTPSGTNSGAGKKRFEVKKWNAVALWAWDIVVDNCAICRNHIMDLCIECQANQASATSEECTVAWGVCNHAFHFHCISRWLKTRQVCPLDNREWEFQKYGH
Target sequence (Q13616 whole entry, looked up): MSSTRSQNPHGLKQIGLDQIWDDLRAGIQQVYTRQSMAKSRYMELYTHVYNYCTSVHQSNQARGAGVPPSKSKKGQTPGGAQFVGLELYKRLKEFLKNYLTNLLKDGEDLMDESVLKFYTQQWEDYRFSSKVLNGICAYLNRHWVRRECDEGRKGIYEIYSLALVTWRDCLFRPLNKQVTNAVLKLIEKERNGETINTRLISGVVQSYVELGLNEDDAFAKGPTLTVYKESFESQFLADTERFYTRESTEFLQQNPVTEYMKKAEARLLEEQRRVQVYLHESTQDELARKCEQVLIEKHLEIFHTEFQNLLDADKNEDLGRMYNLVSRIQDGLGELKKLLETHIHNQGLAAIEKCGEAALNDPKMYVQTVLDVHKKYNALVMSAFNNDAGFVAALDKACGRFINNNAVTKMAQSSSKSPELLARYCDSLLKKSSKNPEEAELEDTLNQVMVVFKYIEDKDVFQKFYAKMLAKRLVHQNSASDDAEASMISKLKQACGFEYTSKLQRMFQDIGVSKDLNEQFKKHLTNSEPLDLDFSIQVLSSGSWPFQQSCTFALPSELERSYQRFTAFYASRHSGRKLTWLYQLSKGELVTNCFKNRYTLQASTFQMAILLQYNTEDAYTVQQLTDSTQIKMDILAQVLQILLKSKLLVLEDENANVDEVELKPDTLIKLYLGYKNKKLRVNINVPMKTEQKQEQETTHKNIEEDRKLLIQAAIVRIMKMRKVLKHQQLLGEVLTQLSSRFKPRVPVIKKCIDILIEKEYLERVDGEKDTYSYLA
* = called active by the depositor. An excerpt (hit frequency here may not be typical).

Screening O=C1NC(=O)N(c2cccc(Cl)c2)C(=O)C1C=Nc1ccc(Br)cc1 (configuration not stated) returned ROC1-CUL1 inh 2.6.
COc1ccc2c(c1)C(=O)C(=Cc1ccc(Cl)cc1)CC2 was read as ROC1-CUL1 inh 7.8.
`COc1ccc(-c2cc(C(=O)Nc3sc4c(c3C(N)=O)CCC(C)C4)no2)cc1` (configuration not stated) gave ROC1-CUL1 inh -6.3.
Screening CCOc1ccccc1N1CC(C(=O)Nc2nccs2)CC1=O (configuration not stated) returned ROC1-CUL1 inh -2.0.
`COc1cccc(C(=O)Nc2nc(-c3ccc(Br)cc3)ns2)c1` gave ROC1-CUL1 inh -6.2.
Screening CCC(=O)N1CCc2cc(Br)cc(S(=O)(=O)CCC(=O)Nc3ccc(Cl)cc3)c21 returned ROC1-CUL1 inh -8.5.
FC(F)Sc1nnc(-c2cccs2)n1-c1ccccc1 was read as ROC1-CUL1 inh -2.3.
Cc1ccccc1C(=O)Nc1cc2c(cc1N1CCCCC1)n(C)c(=O)n2C was read as ROC1-CUL1 inh -0.2.
Screening Cc1cc(Cl)ccc1NC(=O)CCn1nc(C)c2c(C)n(-c3ccccc3)nc2c1=O returned ROC1-CUL1 inh -1.2.
Screening O=C(NCc1ccco1)C1CC12CCN(Cc1cnc(-c3ccccc3)s1)CC2 (configuration not stated) returned ROC1-CUL1 inh 3.5.
Screening Cc1ccccc1NC(=O)CSc1n[nH]c(-c2ccc(Cl)cc2)n1 returned ROC1-CUL1 inh -1.7.
Cc1cccc(N=C2S/C(=C\c3ccc(OCC(=O)O)cc3)C(=O)N2c2cccc(C)c2)c1 was read as ROC1-CUL1 inh 8.0.
Screening Cc1ccc2nc(-c3ccc(NC(=O)Cc4ccc(Cl)cc4)cc3)[nH]c2c1 returned ROC1-CUL1 inh 0.7.
`Cc1ccc(C(=O)c2cn(Cc3ccccc3)c3nc(C)ccc3c2=O)cc1` gave ROC1-CUL1 inh -10.2.
CCn1ncc(/C=C/C(=O)Nc2ccc(Cl)cc2Cl)c1C was read as ROC1-CUL1 inh 11.4.

Random excerpt: four records from the list, in no set order.
Cc1ccccc1C(=O)Nc1cc2c(cc1N1CCCCC1)n(C)c(=O)n2C was read as ROC1-CUL1 inh -0.2.
Screening Cc1ccccc1NC(=O)CSc1n[nH]c(-c2ccc(Cl)cc2)n1 returned ROC1-CUL1 inh -1.7.
FC(F)Sc1nnc(-c2cccs2)n1-c1ccccc1 was read as ROC1-CUL1 inh -2.3.
Screening O=C(NCc1ccco1)C1CC12CCN(Cc1cnc(-c3ccccc3)s1)CC2 (configuration not stated) returned ROC1-CUL1 inh 3.5.

Next section:
Screening O=S(=O)(Nc1ccc(F)c(C(F)(F)F)c1)c1cc(Cl)ccc1Cl returned ROC1-CUL1 inh -5.7.
`CCCN1CCN(C(=O)Nc2ccccc2OCC)CC1` gave ROC1-CUL1 inh 7.2.
O=C(CCC1CCCN(Cc2c(F)cccc2Cl)C1)NC1CC1 (configuration not stated) was read as ROC1-CUL1 inh 4.5.
Screening Cc1ccc(N2C(=O)NC(NS(=O)(=O)c3ccc(Cl)cc3)(C(F)(F)F)C2=O)cc1C (configuration not stated) returned ROC1-CUL1 inh -8.9.
Screening c1ccn(-c2ncnc3sc4c(c23)CCCC4)c1 returned ROC1-CUL1 inh 5.6.
For CCOc1ccc(NC(=O)Cc2cccc(C)c2)cc1 the results were ROC1-CUL1 inh 0.2.
Screening Cc1ccc(C(=O)Nc2c(C)cccc2C)cc1 returned ROC1-CUL1 inh 5.9.
For COc1ccc(CCNC(=O)c2cnc3sc(N4CCCCC4)nn3c2=O)cc1OC the results were ROC1-CUL1 inh -3.0.
Screening Oc1ccc(NCc2ccc(Br)cc2)cc1 returned ROC1-CUL1 inh 75.8*.
Screening COC(=O)CN(c1ccc(Cl)cc1C)S(=O)(=O)c1ccc(C)cc1 returned ROC1-CUL1 inh 7.2.
`CC(C)c1ccc(C2OC3(C(=O)c4ccccc4C3=O)C3C(=O)N(c4cccc(C(F)(F)F)c4)C(=O)C23)cc1` (configuration not stated) gave ROC1-CUL1 inh -3.3.
For Cc1ccc(CNc2ncnc3c2nnn3C)cc1 the results were ROC1-CUL1 inh -4.7.
COc1ccccc1NC(c1ccc(Cl)cc1)c1nnc(-c2cccc(F)c2)o1 (configuration not stated) was read as ROC1-CUL1 inh -1.7.
`Cc1ccc(SCc2cc(=O)[nH]c(SCC(=O)Nc3ccc(Cl)cc3C)n2)cc1` gave ROC1-CUL1 inh -1.9.
For C=CCNS(=O)(=O)C1CCS(=O)(=O)C1 (configuration not stated) the results were ROC1-CUL1 inh 0.0.

An excerpt taken from the entries so far:
Screening O=S(=O)(Nc1ccc(F)c(C(F)(F)F)c1)c1cc(Cl)ccc1Cl returned ROC1-CUL1 inh -5.7.
`CCCN1CCN(C(=O)Nc2ccccc2OCC)CC1` gave ROC1-CUL1 inh 7.2.
O=C(CCC1CCCN(Cc2c(F)cccc2Cl)C1)NC1CC1 (configuration not stated) was read as ROC1-CUL1 inh 4.5.
Screening Cc1ccc(N2C(=O)NC(NS(=O)(=O)c3ccc(Cl)cc3)(C(F)(F)F)C2=O)cc1C (configuration not stated) returned ROC1-CUL1 inh -8.9.
Screening c1ccn(-c2ncnc3sc4c(c23)CCCC4)c1 returned ROC1-CUL1 inh 5.6.

The list continues.
`O=C(NCc1ccccn1)c1cccc(OC2CCN(C(=O)Cn3cncn3)CC2)c1` gave ROC1-CUL1 inh 1.0.
Screening Cc1ccc(S(=O)(=O)Nc2cc(C)ccc2O)cc1 returned ROC1-CUL1 inh 6.7.
For CCSC1=NN2C(=N)/C(=C\c3cc(C)n(-c4ccc(Cl)c(Cl)c4)c3C)C(=O)N=C2S1 the results were ROC1-CUL1 inh 2.4.
Screening CC1=C[C@@H]2[C@@H](C)C(=O)N2N(C(=O)OCc2ccc([N+](=O)[O-])cc2)C=C1 returned ROC1-CUL1 inh -3.1.
For COc1cccc(NC(=O)N2CCN(Cc3ccccc3Cl)CC2)c1 the results were ROC1-CUL1 inh 0.9.
For COc1ccc(CNC(=O)c2ccc3c(c2)N(Cc2ccccc2)CCS3)cc1 the results were ROC1-CUL1 inh 3.6.
Screening CCN(CC)c1ccc(/C=N/NC(=O)COc2c(F)c(F)cc(F)c2F)c(O)c1 returned ROC1-CUL1 inh -3.2.
`Cc1ccccc1S(=O)(=O)Oc1ccc(C2(c3ccc(OS(=O)(=O)c4ccccc4C)cc3)OC(=O)c3ccccc32)cc1` gave ROC1-CUL1 inh -10.5.
Screening Cc1cccc(NC(=O)C2CCCN(S(=O)(=O)c3cccc4nonc34)C2)c1 (configuration not stated) returned ROC1-CUL1 inh -2.6.
For Cc1cccc(CCNC(=O)c2sc3nc4n(c(=O)c3c2C)CCCC4)c1 the results were ROC1-CUL1 inh -3.0.
Screening Cc1cc(C)n(-c2nnc(NNC(=O)C(F)(F)F)nn2)n1 returned ROC1-CUL1 inh 0.9.
Cc1ccccc1NC(=O)CCc1c(C)nn(-c2ccc(N3CCCCC3)nn2)c1C was read as ROC1-CUL1 inh -5.3.
`Cc1ccc2nc(NCc3ccccc3Cl)c3nnnn3c2c1` gave ROC1-CUL1 inh 5.3.
O=C(Cn1ccn(-c2cccc(Cl)c2)c(=O)c1=O)c1ccc(F)cc1 was read as ROC1-CUL1 inh 4.0.
For CCOC(=O)c1sc(NC(=O)COc2ccc(Cl)c(C)c2)nc1C the results were ROC1-CUL1 inh 3.6.
For CC(C)(C)C1CCc2c(sc3ncn(CC(=O)Nc4ccccc4)c(=O)c23)C1 (configuration not stated) the results were ROC1-CUL1 inh 4.3.
Screening C(=C\c1cccc2scnc12)/c1ccccc1 returned ROC1-CUL1 inh -7.2.
For COc1ccc(-c2[nH]c(-c3ccccc3)nc2SCC(=O)NC2CCCC2)cc1 the results were ROC1-CUL1 inh -1.5.
For Cc1[nH]cnc1CN1CCC(Cn2cc(CN(C)C)nn2)CC1 the results were ROC1-CUL1 inh 7.1.
COc1ccc2c(c1)CCC1C2=NC(=S)NC1c1ccc(N(C)C)cc1 (configuration not stated) was read as ROC1-CUL1 inh -5.6.
COc1cccc(CNC(=O)CCc2nc(-c3ccc(C)cc3)no2)c1 was read as ROC1-CUL1 inh -7.6.
CCOc1ccccc1NC(=O)Cn1c(=O)n(-c2ccccc2)c(=O)c2c1c1cc(C)ccc1n2C was read as ROC1-CUL1 inh -2.7.
For COC(=O)c1scc(-c2ccc(C)cc2)c1S(=O)(=O)N1CCN(c2cccc(Cl)c2)CC1 the results were ROC1-CUL1 inh -9.7.
Screening COc1ccc(-c2cc(-c3ccccc3)c3c(N)c(C(=O)Nc4ccccc4Cl)sc3n2)cc1 returned ROC1-CUL1 inh -1.3.
O=C(Oc1ccc2c(c1)OCO2)C1CCCC1 was read as ROC1-CUL1 inh 18.6.
COc1ccc(NC(=O)CCCS(=O)(=O)c2nc(-c3ccccc3OC)cc(C(F)(F)F)n2)c(OC)c1 was read as ROC1-CUL1 inh 8.5.
`C=CCNC(=O)NNc1cccc(Cl)n1` gave ROC1-CUL1 inh 10.9.
`COC(=O)CN(C)C(=O)c1coc(COc2ccccc2)n1` gave ROC1-CUL1 inh -4.9.
`O=C(c1ccco1)N1CCN([C@@H]2c3ccccc3C3(CCNCC3)[C@H]2O)CC1` gave ROC1-CUL1 inh 3.3.
COC(=O)C(C(=O)OC)C12C3C4C1C1C2C3C1(Br)C41OCCO1 (configuration not stated) was read as ROC1-CUL1 inh 11.9.
Screening O=C(C1CC1)N1CCC(N2CCCC(C(=O)N3CCCCCCC3)C2)CC1 (configuration not stated) returned ROC1-CUL1 inh -0.3.
O=C(CSc1nc2ccccc2s1)Nc1ccc(/C=C/c2ccccc2)cc1 was read as ROC1-CUL1 inh 8.6.
`O=C(O)c1ccc(C2Nc3ccccc3-c3nnc(SCc4ccc(Cl)cc4)nc3O2)cc1` (configuration not stated) gave ROC1-CUL1 inh 25.7*.
Screening COc1ccc(S(=O)(=O)N2CCC(C(N)=O)CC2)c2ccccc12 returned ROC1-CUL1 inh 7.3.
For Cc1nn2c(-c3ccc(C(F)(F)F)cc3)nnc2s1 the results were ROC1-CUL1 inh 5.9.
COc1ccc(Br)cc1S(=O)(=O)Nc1ccccc1C(F)(F)F was read as ROC1-CUL1 inh -0.2.
For Cc1noc(-c2ccc(N(C)Cc3ccccc3)c([N+](=O)[O-])c2)n1 the results were ROC1-CUL1 inh -1.8.
`COc1ccc(C2(c3ccccc3F)C=Cc3c(ccc4cc(OC)ccc34)O2)cc1` (configuration not stated) gave ROC1-CUL1 inh -5.0.
For O=S(=O)(Nc1ccc2c(c1)OCCO2)c1ccc2oc3ccccc3c2c1 the results were ROC1-CUL1 inh 9.8.
Screening COC(=O)c1ccc(Oc2nc(NC(C)C)nc(NC(C)(C)C)n2)cc1 returned ROC1-CUL1 inh -6.3.
O=C1C(=NCCc2ccc(Cl)cc2)C(Cl)C(=O)c2ccccc21 (configuration not stated) was read as ROC1-CUL1 inh 8.1.
For CCn1cc(C(=O)NCCc2ccc(C)cc2)c(=O)c2cc(S(=O)(=O)N3CCc4ccccc4C3)ccc21 the results were ROC1-CUL1 inh -7.8.
For Cc1ccc(CNc2ccc(Cc3ccc(C)cc3)cn2)cc1 the results were ROC1-CUL1 inh 0.5.
For COc1cccc2cc(C(=O)Nc3ccc(S(=O)(=O)N4CCN(C)CC4)cc3)c(=O)oc12 the results were ROC1-CUL1 inh 3.9.
C/C(CC(=O)Nc1ccc(C(C)C)cc1)=N\NC(=O)C(c1ccccc1)c1ccccc1 was read as ROC1-CUL1 inh 6.0.
`O=C(c1cccc(Cl)c1)n1nc(-c2ccco2)nc1NCc1cccs1` gave ROC1-CUL1 inh -2.5.
`CC1(C)CC(=O)C2=C(C1)NC(=O)CC2c1ccc(F)cc1` (configuration not stated) gave ROC1-CUL1 inh 1.7.
Screening CCC(Sc1nnc(C)s1)C(=O)Nc1ccc(Br)cc1 (configuration not stated) returned ROC1-CUL1 inh -0.4.
Screening CC1=NN(c2ccccc2)C(=O)C1C(=O)c1ccco1 (configuration not stated) returned ROC1-CUL1 inh 6.3.
COC(=O)c1nn2c(C(F)(F)F)cc(-c3ccc(Br)cc3)nc2c1Br was read as ROC1-CUL1 inh 1.3.
`Cc1ccc(Cl)cc1NC(=O)C1CC(=O)N(c2cccc(Cl)c2C)C1` (configuration not stated) gave ROC1-CUL1 inh -6.6.
Cc1cccc(OCC(=O)N(Cc2ccc(C(C)(C)C)cc2)Cc2ccco2)c1 was read as ROC1-CUL1 inh -6.8.
`COc1ccc(Cl)cc1NC(=O)C(C)n1nc(C)c([N+](=O)[O-])c1C` (configuration not stated) gave ROC1-CUL1 inh 0.4.
`CCN(CC)c1ccc(CNn2nnnc2N)cc1` gave ROC1-CUL1 inh 0.1.
CCS(=O)(=O)N(C)c1ccc(C(=O)N(C)Cc2ccccc2)cc1 was read as ROC1-CUL1 inh 1.6.
`Cc1ccc(OCC(=O)Nc2nnc(S(=O)(=O)N3CCc4ccccc43)s2)cc1` gave ROC1-CUL1 inh -1.0.
`CCSc1nnc2c(n1)OC(/C=C/c1ccc(OC)cc1)Nc1ccc(Br)cc1-2` (configuration not stated) gave ROC1-CUL1 inh 1.1.
`O=C(NCc1cccc(Cl)c1)c1cnc(N2CCCCC2)c2ccccc12` gave ROC1-CUL1 inh -3.4.
`CSCn1c(=O)c(=O)n(CSC)c2cc(Br)ccc21` gave ROC1-CUL1 inh 7.6.
Screening Cc1ccc2oc(-c3ccc(C)c(NC(=O)/C=C/c4ccc(Cl)cc4)c3)nc2c1 returned ROC1-CUL1 inh -4.0.
`COc1ccc(OC)c(CCNC(=O)CCCn2c(=O)c3cccn3c3ccc(F)cc32)c1` gave ROC1-CUL1 inh -6.1.
`COCC(=O)Nc1cccc(Br)c1` gave ROC1-CUL1 inh 13.6.
For CC(NC(=O)c1cccs1)c1ccc(Cl)cc1 (configuration not stated) the results were ROC1-CUL1 inh 9.6.
Screening CC(C)CNC(=O)c1ccc(NC(=O)CCCOc2ccc(Cl)cc2Cl)cc1 returned ROC1-CUL1 inh 3.5.
Screening COc1cccc(CNC(=O)CN2CCCN(Cc3ccccc3)S2(=O)=O)c1 returned ROC1-CUL1 inh 2.5.
